Assay outcomes deposited in PubChem BioAssay by National Center for Advancing Translational Sciences (NCATS).
ATXN2 expr inh – inhibitors of ATXN2 expression. HEK-293 ATXN2-luciferase reporter, luminescence, 24 h. Potency, µM (titrated, usually from 57 µM), for inactives: at the top dose activity change, negative = inhibition, usual class: inhibitors. hit rate 0.72% among 360,000. AID 1745845; note: nearly all actives have a fitted effect of over 55% in size
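ATXN2-luciferase reporter cells (luciferase flanked by upstream and downstream ATXN2 gene portions) were treated 24 h at 37 °C with compounds at up to 57 uM. SteadyGlo luminescence gave expression; GF-AFC fluorescence gave viability.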
KB-3-1 cytotox – kills parental KB-3-1 adenocarcinoma cells; KB-3-1 viability, CellTiter-Glo ATP luminescence, 72 h; Potency, µM (top dose mostly 46.1 µM), without a hit: top-dose activity change, negative = cytotoxic, most hits filed as cytotoxic; hit rate 1.4% among 400,000; note: nearly all actives have a fitted effect of over 60% in size
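Using CellTiter-Glo luminescence, growth of non-resistant KB-3-1 adenocarcinoma cells is assessed 72 h after pin-tool compound addition at 37 °C. Normalized responses across the concentration series yield fitted curves.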
KB-V1 MDR tox – KB-V1 MDR subline cytotoxicity. KB-V1 MDR cells viability, CellTiter-Glo, 72 h. Potency, µM (series often up to 46.1 µM), inactives show at the highest dose activity change, negative = cytotoxicity, actives largely listed as cytotoxic. hit rate 3.4% among 400,000. AID 1347076; note: nearly all actives have a fitted effect of over 60% in size
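Cytotoxicity toward P-gp-expressing KB-V1 cells was determined as loss of CellTiter-Glo luminescence after 72 h at 37 degrees C. Compounds were tested in quantitative HTS format across a concentration range, with curves fitted to normalized data.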
Numbers without * were called inactive; ? = inconclusive; [ ] = remark or other dose. Calls come from the whole dose curve; as a rule, active = well fitted curve in the direction sought with a large enough effect; inconclusive = small, poorly fitted or top-dose-only effect, or another doubt; inactive = no such curve, though single readings can be large; an effect the other way counts as inactive or inconclusive. % is set by controls: 0 for no effect and ±100 for the full control effect; potency is the fitted concentration of half-maximal effect. A portion of the library; the hit share may differ from the screen's.

SMILES	ATXN2 expr inh	KB-3-1 cytotox	KB-V1 MDR tox
CCCNC(=O)N1[C@H](c2cccs2)[C@@H](C)C(=O)[C@@H](C)[C@@H]1c1cccs1	8%	-4%	0%
COc1ccccc1Nc1nc(-c2ccc(F)cc2)c2c(n1)-c1ccccc1OC2	-2%	4%	-18%
COc1ccc(NC(=O)N(Cc2nnc3n2CCCCC3)c2ccc(OC)c(Cl)c2)cc1	9%	?	12%
Cc1ccc2c(=O)c(C(=O)c3ccccc3)cn(CC(=O)Nc3ccc(C)c(Cl)c3)c2n1	12%	9%	18%
Cc1ccc(C)c(NC(=O)Cn2c(=O)n(-c3ccccc3C)c(=O)c3c2c2cc(C)ccc2n3C)c1	4%	0%	?
CCC(=O)N1CCc2cc(Br)cc(S(=O)(=O)N3CCCC(C(=O)Nc4cc(C)ccc4OC)C3)c21 (stereo not given)	-2%	-16%	2%
Cc1ccc2nc(-c3ccc(NC(=O)c4ccccc4S(C)(=O)=O)cc3)sc2c1	41%[activator]	-9%	0%
Cc1ccc(Nc2c(-c3ccc(C)cc3)nc3ccc(C)cn23)cc1	14%	-1%	-5%
O=c1[nH]c(=O)n(C2CCCCC2)c(O)c1C1=Nc2ccccc2SC(c2ccccc2)C1 (stereo not given)	22%	0%	-14%
CCc1ccccc1NC(=O)C1CCN(S(=O)(=O)c2ccc3[nH]c(=O)ccc3c2)CC1	13%	0%	-16%
COc1ccc(NC(=O)CCCc2nc(-c3ccco3)no2)c(OC)c1	8%	13%	-1%
CCc1ccccc1NC(=O)CC1Sc2ccc(C(F)(F)F)cc2NC1=O (stereo not given)	-7%	-14%	-15%

The last two entries of the part before lead into the next.
SMILES	ATXN2 expr inh	KB-3-1 cytotox	KB-V1 MDR tox
COc1ccc(NC(=O)CCCc2nc(-c3ccco3)no2)c(OC)c1	8%	13%	-1%
CCc1ccccc1NC(=O)CC1Sc2ccc(C(F)(F)F)cc2NC1=O (stereo not given)	-7%	-14%	-15%
Cn1cc(S(=O)(=O)N2CCOCC2)cc1C(=O)Nc1cccc(C#N)c1	8%	-1%	0%
Cc1c2cnn(-c3ccccc3)c(=O)c2c(C)n1C(C)C(=O)Nc1ccccc1C(F)(F)F (stereo not given)	-16%	0%	-4%
COc1ccccc1CNc1nccn(-c2ccc(F)cc2)c1=O	3%	6%	5%
Cc1ccc(OCCn2c(COc3ccc(Cl)cc3)nc3ccccc32)cc1	0%	0%	0%
CCOCCCn1c(=N)c(C(=O)NC2CCCC2)cc2c(=O)n3cc(C)ccc3nc21	-8%	-9%	-6%
COc1ccc(CNS(=O)(=O)c2ccc3c(c2)C(C)(C)C(=O)N3C)cc1OC	5%	-5%	7%
CCc1ccccc1NC(=O)Cn1c(=O)oc2ccccc21	6%	-2%	16%
Cc1ccc(S(=O)(=O)c2cn(CC(=O)Nc3ccc(Cl)cc3)c3ccc(F)cc3c2=O)cc1C	0%	7%	?
COc1cc2nc(SCC(=O)Nc3ccccc3F)n3nc(-c4ccccc4)nc3c2cc1OC	-5%	0%	?
CCOc1ccc(NC(=O)c2c(Nc3ccccc3C)sc(C(=O)c3ccc(Cl)cc3)c2N)cc1	16%	2%	-5%
Cc1ccc(CNC(=O)C2CCN(S(=O)(=O)c3ccc4c(c3)CCCN4C(=O)C3CCC3)CC2)cc1	-1%	?	?
CC(=O)N1CCCc2cc(S(=O)(=O)N3CCC(N(C)C(C)C)CC3)ccc21	-5%	2%	14%
Cc1ccc(NC(=O)Cn2c(=O)nc(-c3ccccc3F)c3cc(Cl)ccc32)c(Br)c1	-20%	16µM*	?
CSc1nc(Nc2ccc(F)cc2)cc(-c2ccccc2)n1	?	5%	2%
COc1ccc(CCNC(=O)C2CCCN(S(=O)(=O)c3ccc4c(c3)oc(=O)n4C)C2)cc1OC (stereo not given)	-5%	-22%	0%
CCOc1ccccc1NC(=O)c1c(NCc2ccc(C)o2)sc2c1CCCCC2	-23%	-2%	-2%
CCOC(=O)Cn1c(=O)n(CC2CCCO2)c2nc(-c3cccc(C)c3)nc(C(N)=O)c21 (stereo not given)	-5%	19%	?
O=C(CN1C(=O)C2(SCC(=O)N2c2ccc(F)c(F)c2)c2ccccc21)Nc1ccccc1F (stereo not given)	-10%	-1%	0%
CC(C)(Oc1ccc(Cl)cc1)C(=O)Nc1nc2ccc(S(C)(=O)=O)cc2s1	-21%	-1%	-6%
COc1ccc(OC)c(NC(=O)c2ccc(-c3nc(COc4ccccc4)c(C)o3)cc2)c1	-17%	-16%	-17%
Cc1ccc(NC(=O)c2cc(S(=O)(=O)N3CCC(C)CC3)cn2C)cc1Cl	1%	2%	-25%
CCOC(=O)c1cccc(NC(=O)c2nn(-c3ccc(OC)cc3)c(=O)c3c2c2ccccc2n3C)c1	-7%	-2%	18%
CC(C)NC(=O)C1CCN(C(=O)c2cc3sccc3n2Cc2ccc(Cl)cc2)CC1	?	?	?
CCCCc1ccc(NC(=O)c2ccc3c(c2)CCN3S(=O)(=O)CC)cc1	15%	?	-6%

Complete entries, looked up by structure. Order of screens: ATXN2 expr inh, KB-3-1 cytotox, KB-V1 MDR tox
Profile of CC(C)NC(=O)C1CCN(C(=O)c2cc3sccc3n2Cc2ccc(Cl)cc2)CC1 → ?, ?, ?
Profile of CCOC(=O)c1cccc(NC(=O)c2nn(-c3ccc(OC)cc3)c(=O)c3c2c2ccccc2n3C)c1 → -7%, -2%, 18%
Profile of COc1ccc(OC)c(NC(=O)c2ccc(-c3nc(COc4ccccc4)c(C)o3)cc2)c1 → -17%, -16%, -17%
Profile of CCCCc1ccc(NC(=O)c2ccc3c(c2)CCN3S(=O)(=O)CC)cc1 → 15%, ?, -6%

An excerpt of these results, with each value named.
smiles: CCOC(=O)Cn1c(=O)n(CC2CCCO2)c2nc(-c3cccc(C)c3)nc(C(N)=O)c21 (stereo not given)
  ATXN2 expr inh: -5% | KB-3-1 cytotox: 19% | KB-V1 MDR tox: ?

smiles: COc1ccc(OC)c(NC(=O)c2ccc(-c3nc(COc4ccccc4)c(C)o3)cc2)c1
  ATXN2 expr inh: -17% | KB-3-1 cytotox: -16% | KB-V1 MDR tox: -17%

smiles: O=C(CN1C(=O)C2(SCC(=O)N2c2ccc(F)c(F)c2)c2ccccc21)Nc1ccccc1F (stereo not given)
  ATXN2 expr inh: -10% | KB-3-1 cytotox: -1% | KB-V1 MDR tox: 0%

(further entries)
SMILES	ATXN2 expr inh	KB-3-1 cytotox	KB-V1 MDR tox
Cc1ccccc1-c1nnc(SCC(=O)N2CCCCC2)o1	14%	5%	-3%
COc1ccc(-c2nc(C)c(CCNC(=O)c3cccc(C)c3)s2)cc1OC	4%	1%	?
COc1ccc(OC)c(-c2noc(N3CCN(c4cc(Cl)ccc4C)CC3)n2)c1	-16%	0%	22%
CCOc1ccccc1NC(=O)C(=O)c1cc(C)n(-c2cccc(C)c2C)c1C	9%	-1%	5%
CC(C)CCNC(=O)N1CCN(S(=O)(=O)c2ccc3c(ccn3C)c2)CC1	7%	-12%	?
CC1CCN(Cc2c(O)ccc3c(=O)c(-c4ccc(Cl)cc4)c(C(F)(F)F)oc23)CC1	6%	11%	?
COc1ccccc1NC(=O)Cn1cnc2ccc(S(=O)(=O)N3CCC(C)CC3)cc2c1=O	-3%	0%	-1%
Cc1ccc2ccc3cc(C(=O)Nc4ccc(C)c(F)c4)nc3c2[nH]1	0%	1%	?
Cc1cc(NS(=O)(=O)c2ccc3nc(-c4ccccc4)[nH]c3c2)ccc1Br	?	?	-25%
Cc1cc(NC(=O)Cn2c(=O)oc3cc(S(=O)(=O)N4CCCC4)ccc32)ccc1Br	?	-13%	-10%
COc1cc(C(=O)Nc2cc3c(cc2C)n(C)c(=O)c(=O)n3C)cc(OC)c1OC	-3%	2%	4%
Nc1c(C(=O)Nc2ccc(C(F)(F)F)cc2)sc2nc(-c3cccs3)ccc12	4%	0%	0%
O=C(NCc1ccc(Cl)cc1)c1ccc(NC(=O)N2CC3CCCN3c3ccccc32)cc1 (stereo not given)	-13%	9%	9%
O=C(NCCCO)C(=O)Nc1c2c(nn1-c1ccc(F)cc1)CSC2	-1%	3%	8%
CCC(C)NC(=O)c1sc2nc(C)c(C(=O)Nc3ccc(C)cc3C)c(-c3ccccc3Cl)c2c1N (stereo not given)	7%	-4%	0%
Cn1c(=O)[nH]c(=O)c2c1nc(NCCc1ccccc1)n2Cc1ccc(F)cc1	8%	-7%	?
Cc1ccc(C)c(NC(=O)CN2C(=O)C3(SCC(=O)N3c3ccc(C)c(C)c3)c3ccccc32)c1 (stereo not given)	5%	?	-28%
Cc1oc(-c2ccccc2)nc1CNS(=O)(=O)c1ccc(Cl)cc1	3%	-8%	-8%
CN(Cc1ccccc1)Cc1c(O)ccc2c(=O)c(-c3ccccc3)c(C(F)(F)F)oc12	5%	2%	15%
CCSc1nnc(NC(=O)c2cc(=O)c3cc(C)ccc3o2)s1	1%	18%	13%
COc1ccccc1OC(C)C(=O)Nc1ccc(-c2nc3ccccc3s2)cc1 (stereo not given)	50%[activator]	-10%	3%
COCCCNC(=O)c1c(NC(=O)Cc2coc3cc(C)cc(C)c23)sc2c1CCCC2	-5%	7%	-4%
CC1CCN(S(=O)(=O)c2ccc3c(c2)oc(=O)n3CC(=O)NCc2ccc(F)cc2)CC1	0%	?	0%
CCc1c(C)sc2c1CCN(Cc1ccccc1C#N)C2c1ccccc1 (stereo not given)	3%	-28%	-49%
Cc1ccc(CNC(=O)c2cc3sccc3n2Cc2ccc(F)cc2)cc1	-8%	-19%	-1%
CCN(C(=O)c1ccc(C(=O)N(CC)c2ccccc2C)cc1)c1ccccc1C	-5%	-1%	16%
COc1ccc(OC)c(CCNC(=O)c2c(C)oc3ncn(C)c(=O)c23)c1	1%	6%	4%
Cc1ccc2sc(N3CCN(C(=O)C4COc5ccccc5O4)CC3)nc2c1C (stereo not given)	6%	?	-9%
Cc1cc(SCC(=O)NCc2ccc(Cl)cc2)nc(=O)[nH]1	3%	-3%	-9%
COc1ccc(-c2noc(-c3ccc(NCc4ccc(C)cc4)c([N+](=O)[O-])c3)n2)cc1OC	9%	2%	0%
COc1cccc(C2CC(=O)Nc3cc4c(cc32)OCO4)c1OC(C)C (stereo not given)	?	4%	5%
Cc1ccc(-c2nnc(Nc3ccc(O)cc3)c3ccccc23)cc1S(=O)(=O)NCc1nc2ccccc2[nH]1	11%	-17%	17%
COc1ccc(Cl)cc1NC(=O)Cn1nnc2sc3c(c2c1=O)CCC(C(C)(C)C)C3 (stereo not given)	11%	8%	6%
COCCNC(=O)CCC(=O)N1Cc2cccc(OC)c2Oc2ncccc21	1%	1%	-5%
CCOC(=O)c1c(S(=O)(=O)N2CCCC(C(=O)Nc3cc(C)ccc3OC)C2)c(C)n(C)c1C (stereo not given)	8%	0%	7%
N#CC(=Cc1ccc(O)c(O)c1)C(=O)NCc1ccccc1	16%	-1%	8%
Cc1ccc(CN2CCCn3nc(C(=O)NCCC(C)C)cc3C2=O)cc1	8%	-1%	-13%
